IDE cell inh – human IDE inhibitors in live cells, primary screen, fluorescence polarization, HEK cells, FAbetaB substrate; Insulin-degrading enzyme (Homo sapiens), P14735; FAbetaB cleavage; inhibition, % at 5.59 µM; hit rate 0.41% among 320,000;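 active = percent inhibition above the average of all tested compounds plus 3 SD, set per screening campaign, cut at about 16% in these data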;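 also: IDE supplied by intact live HEK cells; FP after avidin binding of uncleaved biotin substrate so inhibition keeps polarization high; 0% = DMSO wells and 100% = 60 µM reference IDE inhibitor Ii1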
CHRM4 PAM – human M4 muscarinic receptor positive allosteric modulators, primary screen, CHO-K1 cells, Fluo-8 calcium fluorescence. activation, % at 3 µM. hit rate 0.4% among 360,000. Muscarinic acetylcholine receptor M4 (Homo sapiens), P08173. CHO-K1 hM4/Gqi5, ACh EC20; 0% = ACh EC20, 100% = maximal ACh;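 active = activation above its plate's cutoff, the mean activation of sample wells plus 3 SD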; also: some results filed as inactive read as strong as hits
Target sequence (P08173 whole entry, looked up): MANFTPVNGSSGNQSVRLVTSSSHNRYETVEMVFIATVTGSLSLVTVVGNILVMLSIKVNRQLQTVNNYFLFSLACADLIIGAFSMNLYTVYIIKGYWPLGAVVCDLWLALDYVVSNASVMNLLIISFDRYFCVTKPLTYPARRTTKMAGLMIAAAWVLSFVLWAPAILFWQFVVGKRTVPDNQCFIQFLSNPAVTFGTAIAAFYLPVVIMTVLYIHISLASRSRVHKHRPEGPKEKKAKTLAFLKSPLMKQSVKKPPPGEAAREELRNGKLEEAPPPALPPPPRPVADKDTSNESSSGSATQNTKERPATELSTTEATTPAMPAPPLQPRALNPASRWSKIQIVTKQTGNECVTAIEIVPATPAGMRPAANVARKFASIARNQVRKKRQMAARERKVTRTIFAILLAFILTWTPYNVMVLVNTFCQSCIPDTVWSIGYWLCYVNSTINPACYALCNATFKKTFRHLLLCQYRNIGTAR
CHRM4 antagonist – human M4 muscarinic receptor antagonists, primary screen, CHO cells, Fluo-8 calcium fluorescence; Muscarinic acetylcholine receptor M4 (Homo sapiens), P08173; CHO-hM4 cells, ACh EC80; inhibition, % at 3 µM; hit rate 0.73% among 360,000; AID 624125, 2012;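 active = inhibition above its plate's cutoff, the mean inhibition of sample wells plus 3 SD, cut at about 27% in these data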;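 also: 0% = acetylcholine EC80 with DMSO and 100% = DMSO without agonist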
CRFR2-BP ag – agonists of CRF-BP/CRF-R2 complex, primary screen, cell-based, HEK293, calcium dye fluorescence, uHTS; CRF-binding protein / CRF receptor 2 complex (human); calcium dye fluorescence (FLIPR); percent of saturating CRF peptide response; activation, % at 13.2 µM; hit rate 0.46% among 350,000;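 active = activation of at least 50%, plus an integration ratio under a set limit after plate pattern correction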;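 also: plate controls were neutral control wells without compound for no effect and CRF at EC100 for full effect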
M5 ag – human M5 muscarinic receptor agonists, primary screen, CHO-K1 cells, Fluo-8 calcium fluorescence; Muscarinic acetylcholine receptor M5 (Homo sapiens), P08912; CHO-K1 hM5 cells; 0% DMSO wells, 100% maximal acetylcholine response; activation, % at 3 µM; hit rate 0.19% among 360,000;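 active = activation above the run's mean over test compounds plus 3 SD, cut at about 23% in these data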;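 also: signal is peak over basal fluorescence ratio across the kinetic read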
M5 PAM – human M5 muscarinic receptor positive allosteric modulators, primary screen, CHO-K1 cells, Fluo-8 calcium fluorescence; Muscarinic acetylcholine receptor M5 (Homo sapiens), P08912; CHO-K1 hM5, ACh EC20 PAM; 0% = ACh EC20, 100% = ACh EC100; activation, % at 3 µM; hit rate 0.3% among 360,000; AID 624038, 2012;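 active = activation above the run cutoff, the mean activation of all test compounds plus 3 SD, cut at about 18% in these data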
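Assay system: CHO-K1 hM5 cells. Also added: acetylcholine at EC20 concentration, added after compound. Dosing: 3 µM, single dose. Times: compound preincubation 140 s before EC20 acetylcholine addition. Signal: Fluo-8 calcium fluorescence. Measure: % activation relative to EC20 and EC100 ACh responses. Repeats: singlicate, one well per test compound.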
M5 antag – human M5 muscarinic receptor antagonists, primary screen, CHO cells, Fluo-8 calcium fluorescence; inhibition, % at 3 µM; hit rate 0.59% among 360,000; Muscarinic acetylcholine receptor M5 (Homo sapiens), P08912; CHO-hM5 cells, ACh EC80;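 active = inhibition above a per-plate cutoff, the mean of that plate's test compounds plus 3 SD, cut at about 27% in these data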;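 also: 0% = acetylcholine EC80 with DMSO and 100% = DMSO without agonist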
M4 ag – human M4 muscarinic receptor agonists, primary screen, CHO-K1 cells, Fluo-8 calcium fluorescence; CHO-K1 hM4/Gqi5; vehicle 0%, full acetylcholine response 100%; activation, % at 3 µM; hit rate 0.14% among 360,000;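 active = activation above the run mean over all test wells plus 3 SD, cut at about 32% in these data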;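 also: peak over basal fluorescence ratio per well then scaled between controls; 0% = DMSO wells and 100% = acetylcholine at EC100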
CRFBP-R2 block – antagonists of CRF-BP/CRF-R2 complex, primary screen, cell-based, HEK293, calcium dye fluorescence, uHTS; hit rate 0.59% among 350,000; inhibition, % at 11.8 µM; AID 588475, 2011; CRF-induced calcium fluorescence;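 active = inhibition of the ligand-induced calcium signal above about 50% at the single tested concentration, limit read from the data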
Starred values were filed as active, the others as inactive; . = no result given.

SMILES	IDE cell inh	CHRM4 PAM	CHRM4 antagonist	CRFR2-BP ag	M5 ag	M5 PAM	M5 antag	M4 ag	CRFBP-R2 block
Cc1ccc(CSCCNC(=O)CN(c2ccc(F)cc2)S(C)(=O)=O)cc1	3	-2	1	-0.2	-4	-1	7	2	2
COc1ccc(CCC(=O)OCC(=O)Nc2sccc2C(N)=O)cc1OC	-4	-6	8	0.1	9	-25	19	19	6
N#Cc1cc2c(nc1SCc1cccnc1)CCCCC2	0	-6	1	-4.3	-7	-13	0	0	10
Cc1ccccc1CN(c1ccc(C(=O)Nc2ccccc2C(=O)NCc2ccco2)cc1)S(C)(=O)=O	-1	-2	14	0.8	4	-17	14	14	-30
Cc1cc(Br)ccc1NC(=O)CN(C)C(=O)c1ccccc1OCc1c(C)noc1C	.	2	-2	-0.9	-3	-3	-3	2	23
CC1CC(C)CN(CC(=O)N2c3ccccc3CCc3ccccc32)C1 (stereo unspecified)	-2	4	-9	-0.4	-6	-9	0	1	-5
CC(C)(C)NC(=O)C(c1ccccn1)N(C(=O)C1CSC(=O)C1)c1ccc(F)cc1 (stereo unspecified)	-1	3	4	-1.4	1	-1	1	0	-1
CCCCCCNC(=O)O[C@H]1C[C@@H]2C(=O)N(c3ccccc3)C(=O)[C@@H]2[C@@H]2CN(S(=O)(=O)c3ccc(C)cc3)C[C@]12O	.	4	-14	1.9	-2	6	-13	4	5
COC(=O)c1ccc(CNC(=O)Cn2cnnn2)cc1	.	-5	5	-0.6	-3	-6	12	0	3
CCCn1c(=N)n(CC(O)c2ccc(C)cc2)c2ccccc21 (stereo unspecified)	2	7	-3	0.4	-5	1	13	2	-29
Cc1ccccc1NC(=O)CN(c1ccc(F)cc1)S(C)(=O)=O	4	5	0	2.0	-2	0	2	1	2
CCOC(=O)NC(=O)/C(C#N)=C\NNc1ncc(C(F)(F)F)cc1Cl	5	1	-5	1.0	-3	2	-11	0	7
COC(=O)c1c(NC(=O)Cc2ccccc2)sc2c1CC(C)(C)NC2(C)C	1	4	-6	0.7	4	-1	-1	2	-22
C=CCn1c(SC(C)CC)nc(O)cc1=O (stereo unspecified)	-2	-6	12	11	2	-3	4	7	4
CC1=C[C@H]2Cc3cc(C)cc(C)c3S(=O)(=O)[C@@H]2C=C1	-6	8	-4	0.0	-3	3	-6	0	17
COc1cc(C2C(C#N)=C(N)OC3=C2C(=O)CC(C)(C)C3)ccc1OC(=O)N1CCOCC1 (stereo unspecified)	2	10	-10	-0.1	1	5	-1	2	15
CCOC(=O)c1cccc(NC(=O)c2cc(C)nn2-c2ccccc2)c1	-2	1	-10	-1.7	-3	-4	1	5	24
Cc1nn2c3ccccc3n(CC(=O)c3cccs3)c2nc1=O	-1	2	-3	2.0	-2	-2	2	1	-3
Cn1nc(-c2ccc(N3CCOCC3)c(NS(=O)(=O)c3ccc(Cl)cc3)c2)c2ccccc2c1=O	-1	4	6	0.9	-3	1	1	-1	27
COc1ccc(NC(=O)C2CC(=O)OC2c2ccccc2)cc1 (stereo unspecified)	4	6	-10	-2.3	-1	1	-2	2	-6
COc1ccc(NC(=O)NC2CCCCCCC2)cc1	-5	-2	-2	1.4	-1	0	-7	4	-6
CN(CC(=O)NCc1ccccc1)S(=O)(=O)c1ccc2c(c1)CCC(=O)N2	-7	2	4	2.7	-3	-4	5	0	4
Cc1cccc(N(CC(=O)NCC2CCCO2)C(=O)CCC(=O)Nc2nccs2)c1 (stereo unspecified)	-19	-8	8	-1.2	-1	1	3	1	2
Cc1cc(Nc2ccc(Cl)cc2)n(-c2ccccc2)n1	-6	-3	9	0.3	-6	-2	-5	-3	2
O=C(c1ccc(CS(=O)Cc2ccc(Cl)cc2)o1)N1CCN(c2ccc(F)cc2)CC1 (stereo unspecified)	9	-4	-17	0.5	-2	-7	4	7	5
O=C(Nc1cc(=O)c2ccccc2o1)N1CCCCC1	0	-10	7	-0.1	2	-6	13	4	-2
Cc1nc(/C(N)=N/OC(=O)c2ccc(Cl)cc2)c(C(F)(F)F)o1	6	-34	14	0.2	1	-21	20	14	-9
Cc1cccc2c(=O)cc(C)n(CC(=O)N3CCCCC3)c12	5	1	-10	0.2	-4	-13	-10	1	-15
COc1ccc(OC)c(C(c2nnnn2Cc2ccccc2)N2CCN(C3CCCCC3)CC2)c1 (stereo unspecified)	0	-2	-7	3.5	-7	3	-6	1	5
Cc1cc(O)c2/c(=N\N)c(-c3csc(C)n3)coc2c1	5	1	-1	-2.0	0	3	0	1	7
CN1C[C@@H]2C(c3ccc(C(F)(F)F)cc3)C3(c4ccc(C#N)cc4)CC2(C3)[C@H]1c1ccccc1 (stereo partly specified)	5	5	6	3.5	-1	2	7	1	-7
COC(=O)c1cccc(NC(=O)Cc2ccc(OC)cc2)c1C	4	0	2	0.5	-10	4	-5	0	-3
Cc1ccc(C(=O)CSc2nnc(-c3ccccc3N)n2C)cc1C	3	-8	2	1.0	-10	11	-6	7	13
O=C(CNC(=O)c1ccc(F)cc1)N/N=C/c1cc(Br)ccc1OC(=O)/C=C/c1ccco1	6	-3	-4	0.8	-1	-1	8	0	5
COc1c(/C=N/NC(=O)c2ccncc2)c(CCN(C)C(C)=O)cc2c1OCO2	9	1	-8	1.5	4	0	-3	3	3
Cc1cccc(-n2c(N)cc(=O)nc2SCC(=O)Nc2nnc(C)s2)c1	.	0	-9	-0.4	-4	-2	-7	0	24
CN(C)S(=O)(=O)c1cc(C(=O)NCCCn2ccc3ccccc32)ccc1Cl	-7	-3	0	0.2	-5	3	-9	4	-20
O=C(CN1C(=O)CSc2ccc(C(F)(F)F)cc21)Nc1ccccc1	-2	-3	-4	-0.6	7	-2	6	6	-1
CC1CCCCN1S(=O)(=O)c1ccc2c(c1)CCN2C(=O)CCC(=O)O (stereo unspecified)	5	2	-4	-1.1	5	6	-3	0	-4
COc1ccc(C(=O)C2CCCN(S(=O)(=O)c3cccnc3)C2)c(C)c1 (stereo unspecified)	8	1	1	-0.5	0	1	11	1	-2
O=c1nccc(N/N=C/c2cccc(O)c2)[nH]1	3	-4	-6	-1.7	-1	-5	13	9	9
CCc1sc(C(=O)NCCCN2CCCC2=O)cc1Br	1	5	-9	-1.6	-5	1	-8	1	-13
CC1(C)CC(=O)C(C(c2ccc(Br)cc2)C2C(=O)CC(C)(C)CC2=O)C(=O)C1	1	-3	8	29	-1	9	0	0	1
O=C(Nc1ccccc1)OCCc1ccccn1	.	0	-3	-0.8	-1	-4	19	1	9
O=C(c1cccc(Cl)c1)N1CCC2CC1c1cc(-c3ccccc3)ccc12 (stereo unspecified)	.	-7	10	-0.1	-1	-14	7	-1	2
CSCCC(NC(=O)c1ccccc1Br)C(=O)NNC(=O)c1csc(N2CCOCC2)n1 (stereo unspecified)	1	-8	-9	0.0	-3	2	5	3	-14
NC(=O)C1CCN(C(=O)CNC(=O)c2ccc(Br)o2)CC1	0	7	-16	-0.9	2	7	4	1	0
COc1cc(C(=O)NCC(=O)OCC(=O)c2ccc[nH]2)cc(OC)c1OC	-1	-3	6	1.6	2	0	-6	1	8

5 entries from above, sorted by the number in CHRM4 PAM, lowest first.
SMILES	IDE cell inh	CHRM4 PAM	CHRM4 antagonist	CRFR2-BP ag	M5 ag	M5 PAM	M5 antag	M4 ag	CRFBP-R2 block
O=C(c1cccc(Cl)c1)N1CCC2CC1c1cc(-c3ccccc3)ccc12 (stereo unspecified)	.	-7	10	-0.1	-1	-14	7	-1	2
O=c1nccc(N/N=C/c2cccc(O)c2)[nH]1	3	-4	-6	-1.7	-1	-5	13	9	9
CC1(C)CC(=O)C(C(c2ccc(Br)cc2)C2C(=O)CC(C)(C)CC2=O)C(=O)C1	1	-3	8	29	-1	9	0	0	1
COc1ccc(C(=O)C2CCCN(S(=O)(=O)c3cccnc3)C2)c(C)c1 (stereo unspecified)	8	1	1	-0.5	0	1	11	1	-2
NC(=O)C1CCN(C(=O)CNC(=O)c2ccc(Br)o2)CC1	0	7	-16	-0.9	2	7	4	1	0

Ordered by formula weight (largest number first): some entries from above.
SMILES	IDE cell inh	CHRM4 PAM	CHRM4 antagonist	CRFR2-BP ag	M5 ag	M5 PAM	M5 antag	M4 ag	CRFBP-R2 block
CC1(C)CC(=O)C(C(c2ccc(Br)cc2)C2C(=O)CC(C)(C)CC2=O)C(=O)C1	1	-3	8	29	-1	9	0	0	1
CN(C)S(=O)(=O)c1cc(C(=O)NCCCn2ccc3ccccc32)ccc1Cl	-7	-3	0	0.2	-5	3	-9	4	-20
O=C(c1cccc(Cl)c1)N1CCC2CC1c1cc(-c3ccccc3)ccc12 (stereo unspecified)	.	-7	10	-0.1	-1	-14	7	-1	2

Screening data (PubChem)
